L3MBTL1 block – L3MBTL1 (human) inhibition. AlphaScreen L3MBTL1–H3K9me1 peptide binding. Q9Y468. hit rate 0.66% among 230,000. Potency, µM (doses to about 57.1 µM), without a hit: at the highest dose activity, negative = inhibition, most hits filed as inhibitors. AID 485360; further: nearly all actives have a fitted effect of over 60% in size
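First, the protein-peptide complex forms for 30 min at room temperature (L3MBTL1 50 nM, biotinylated H3K9me1 peptide 75 nM). Next, compounds are pin-transferred and incubated 30 min. Finally, AlphaScreen beads are added and read after 30 min.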
ALDH1A1 block – blocks purified human ALDH1A1 activity; P00352; Purified ALDH1A1, NADH fluorescence, propionaldehyde substrate; Potency, µM (highest dose often 75.3 µM), for the others: at the top dose activity, negative = inhibition, actives largely listed as inhibitors; hit rate 7.3% among 220,000; AID 1030; active means well fitted inhibition curve with a large enough effect, not every such curve was filed as active; inconclusive means small, poorly fitted or top-dose-only effect, or another doubt; inactive means no such curve, though single readings can be large or run the other way;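 further: plate controls were no enzyme wells and a reference inhibitor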
Target sequence (P00352 whole entry, looked up): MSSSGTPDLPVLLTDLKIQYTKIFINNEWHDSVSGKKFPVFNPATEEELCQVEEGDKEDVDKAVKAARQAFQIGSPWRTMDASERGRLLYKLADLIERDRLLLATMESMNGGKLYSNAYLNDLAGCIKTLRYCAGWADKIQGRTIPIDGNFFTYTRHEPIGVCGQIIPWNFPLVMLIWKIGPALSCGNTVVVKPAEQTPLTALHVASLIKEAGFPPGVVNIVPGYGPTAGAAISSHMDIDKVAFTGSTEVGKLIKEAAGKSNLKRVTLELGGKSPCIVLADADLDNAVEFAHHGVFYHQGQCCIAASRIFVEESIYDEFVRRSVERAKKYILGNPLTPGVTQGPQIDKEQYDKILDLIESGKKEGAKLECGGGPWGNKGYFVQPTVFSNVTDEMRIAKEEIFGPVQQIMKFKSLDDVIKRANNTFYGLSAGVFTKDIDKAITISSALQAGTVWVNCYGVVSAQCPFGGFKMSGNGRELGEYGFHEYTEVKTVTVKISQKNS
TexasRed fluor – alters Texas Red total fluorescence, flagging assay interference | TRb/SRC2 Texas Red total fluorescence interference | Potency, µM (series often up to 106 µM), for the others: top-dose fluorescence change, negative = quenching | hit rate 0.29% among 280,000 | AID 1479; active means well fitted curve in either direction with a large enough effect; inconclusive means small, poorly fitted or top-dose-only effect
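Human TRβ ligand-binding domain (0.6 uM) and Texas Red SRC2 peptide (20 nM) in Tris buffer with 1 uM T3 and 5% DMSO were incubated with pinned compound for 5 hr at ambient temperature. Total fluorescence was computed as S + 2P (555/632 nm).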
Tau fluor cs – counter-screen for tau fibril formation inhibitors; tau K18 P301L Alexa594 fluorescence, heparin fibrillization; Potency, µM (highest dose often 57.7 µM), without a hit: at the top dose activity change, negative = decrease; hit rate 0.93% among 280,000; AID 1463; further: nearly all actives have a fitted effect of over 55% in size
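Human tau K18 P301L (15 uM unlabeled, 0.24 uM Alexa 594-labeled) in 100 mM sodium acetate pH 7 with 20 uM heparin, 6 hr at 37 C. ThT 30 uM added, 1 hr ambient; Alexa 594 FP and total fluorescence read at 555/632 nm.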
Tau fibril FP – tau fibrillization inhibition (FP) | hit rate 0.39% among 280,000 | P10636 | AID 1468 | Potency, µM (highest dose often 57.7 µM), without a hit: at the top dose activity, negative = inhibition, actives largely listed as inhibitors | K18 P301L tau heparin fibrillization, Alexa594 FP, 6 h; further: nearly all actives have a fitted effect of over 55% in size
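Human K18 P301L fragment (15 uM unlabeled plus 0.24 uM Alexa 594-labeled) in 100 mM sodium acetate pH 7 with compound, aggregation induced by 20 uM heparin for 6 hr at 37 C. ThT (30 uM) added for 1 hr, then Alexa 594 FP read.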
TRb-SRC2 inh – inhibitors of human thyroid hormone receptor beta-SRC2 interaction; Potency, µM (series often up to 106 µM), for the others: at the highest dose activity change, negative = inhibition, hits mostly inhibitors; P10828; TRbeta-SRC2 peptide binding, fluorescence polarization; receptor liganded with 1 µM T3; AID 1469; hit rate 0.065% among 280,000;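 further: plate controls were bound peptide for no effect and peptide without receptor for full effect; nearly all actives have a fitted effect of over 50% in size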
Target sequence (P10828 whole entry, looked up): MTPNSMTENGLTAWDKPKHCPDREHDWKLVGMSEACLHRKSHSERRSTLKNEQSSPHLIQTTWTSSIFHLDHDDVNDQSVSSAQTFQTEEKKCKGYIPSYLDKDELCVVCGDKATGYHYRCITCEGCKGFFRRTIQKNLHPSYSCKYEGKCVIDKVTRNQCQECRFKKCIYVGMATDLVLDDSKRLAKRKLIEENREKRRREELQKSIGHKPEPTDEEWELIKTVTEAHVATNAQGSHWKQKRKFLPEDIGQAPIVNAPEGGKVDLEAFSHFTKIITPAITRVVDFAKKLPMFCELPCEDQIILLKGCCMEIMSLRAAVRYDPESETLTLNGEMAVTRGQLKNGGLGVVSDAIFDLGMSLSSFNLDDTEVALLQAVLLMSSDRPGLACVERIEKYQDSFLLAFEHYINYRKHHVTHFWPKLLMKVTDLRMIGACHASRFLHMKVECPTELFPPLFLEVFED
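Fluorescence polarization of 20 nM Texas Red SRC2 peptide (20-aa NR interaction domain) bound to 0.6 uM human TRb ligand-binding domain, with 1 uM T3, after 5 hr at ambient temperature; inhibition seen as decreased polarization.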
GLA spleen mod – alpha-galactosidase A (human) modulation; AID 2107; Potency, µM (highest dose often 80 µM), for the others: top-dose activity change, negative = inhibition, most hits filed as inhibitors; hit rate 0.008% among 240,000; human spleen homogenate, 4MU-alpha-Gal fluorescence, 40 min;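 further: 0% = enzyme with vehicle and -100% = no enzyme basal signal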
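Spleen homogenate 1 ug + cpd (titration) + 4-MU-alpha-D-galactopyranoside 1 mM; 37C 40 min; 50 mM citrate/phosphate pH 5.0, 0.01% Tween-20; stop pH 10; fluorescence 365/440; AC50 via Hill.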
Tau fibril ThT – inhibitors of human tau fibril formation, thioflavin T binding. AID 1460. hit rate 2.1% among 270,000. P10636. recombinant tau K18 P301L, heparin-induced fibrillization, ThT fluorescence. Potency, µM (doses to about 57.4 µM), without a hit: top-dose activity, negative = inhibition, actives largely listed as inhibitors; further: nearly all actives have a fitted effect of over 55% in size
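Fibril formation assay: tau K18 P301L at 15 uM with trace Alexa 594 label, heparin inducer 20 uM, pH 7 sodium acetate buffer, 37 C for 6 hr; endpoint ThT signal.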
The depositor's hits bear a star; [ ] = dose if it differs, or a comment. Unless noted, the call rests on the fitted dose curve; in most records, active means well fitted curve in the direction sought with a large enough effect; inconclusive means small, poorly fitted or top-dose-only effect, or another doubt; inactive means no such curve, though single readings can be large; an effect the other way counts as inactive or inconclusive. Unless noted, on the % scale 0 is the no-effect control and ±100 the full control effect; potency means the concentration at half of the fitted maximal effect.

For CC(C(=O)OCc1nnc(-c2ccccc2)o1)N1C(=O)C2CCCCC2C1=O (stereo not given) the results were ALDH1A1 block inconclusive, TexasRed fluor 3%, Tau fluor cs -8%, Tau fibril FP 0%, TRb-SRC2 inh 4%, GLA spleen mod 8% and Tau fibril ThT -2%.
Cc1cc(C)c(S(=O)(=O)c2ccccc2C)c(SCC(C)C)n1 was read as L3MBTL1 block 48%[activator], ALDH1A1 block inconclusive, TexasRed fluor -2%, Tau fluor cs -22%, Tau fibril FP -15%, TRb-SRC2 inh -4%, GLA spleen mod -4% and Tau fibril ThT -10%.
`COC(=O)CSc1nc(C)cc(Oc2ccccc2)n1` gave ALDH1A1 block -3%, TexasRed fluor -3%, Tau fluor cs -5%, Tau fibril FP 10%, TRb-SRC2 inh -4%, GLA spleen mod -3% and Tau fibril ThT -14%.
COc1cccc(CNC(=O)C2CCCN(c3nn4c(=O)cc(C)nc4s3)C2)c1OC (stereo not given) was read as ALDH1A1 block inconclusive, TexasRed fluor -7%, Tau fluor cs -9%, Tau fibril FP 1%, TRb-SRC2 inh 11%, GLA spleen mod 3% and Tau fibril ThT -8%.
Screening CCN(C(=O)CCC(=O)N(CC)c1ccccc1)c1ccccc1 returned L3MBTL1 block -10%, ALDH1A1 block 4%, TexasRed fluor -2%, Tau fluor cs 2%, Tau fibril FP 0%, TRb-SRC2 inh -3%, GLA spleen mod -5% and Tau fibril ThT -5%.
For O=C(Nc1ccccc1C(=O)N1CCOCC1)c1ccc(F)cc1 the results were ALDH1A1 block 11%, TexasRed fluor 0%, Tau fluor cs -10%, Tau fibril FP -1%, TRb-SRC2 inh 7%, GLA spleen mod 6% and Tau fibril ThT -8%.
Screening CCOC(=O)CN1C(=O)C(C)(C)Oc2ccc(C(=O)Nc3ccccc3)cc21 returned L3MBTL1 block 0%, ALDH1A1 block inconclusive, TexasRed fluor 0%, Tau fluor cs -3%, Tau fibril FP -4%, TRb-SRC2 inh -11%, GLA spleen mod -5% and Tau fibril ThT -1%.
Screening CCOc1ccc(NC(=O)CSc2ncn[nH]2)cc1 returned TexasRed fluor -4%, Tau fluor cs 4%, Tau fibril FP -4%, TRb-SRC2 inh 6% and Tau fibril ThT 4%.
Cc1ccc(C(=O)COC(=O)CNC(=O)CN2C(=O)c3ccccc3C2=O)cc1 was read as L3MBTL1 block 0%, ALDH1A1 block 7%, TexasRed fluor -3%, Tau fluor cs 4%, Tau fibril FP -6%, TRb-SRC2 inh 2%, GLA spleen mod 4% and Tau fibril ThT 3%.
For CC12CCC(C(=O)NCc3cccnc3)(OC1=O)C2(C)C (stereo not given) the results were L3MBTL1 block 9%[11.4 µM], ALDH1A1 block 9%, TexasRed fluor 0%, Tau fluor cs 5%, Tau fibril FP -3%, TRb-SRC2 inh 4%, GLA spleen mod 6% and Tau fibril ThT 3%.
Screening Cc1nc2ccccn2c1C(=O)NNC(=S)Nc1ccc(Cl)cc1 returned L3MBTL1 block 7%, ALDH1A1 block inconclusive, TexasRed fluor -1%, Tau fluor cs -21%, Tau fibril FP 8%, TRb-SRC2 inh -1%, GLA spleen mod -11% and Tau fibril ThT inconclusive.
For COc1ccc(/C=C/C(=O)c2sc(-c3ccc(Cl)cc3)nc2C)cc1 the results were L3MBTL1 block -11%, ALDH1A1 block inconclusive, TexasRed fluor 1%, Tau fluor cs 3%, Tau fibril FP 5%, TRb-SRC2 inh 7%, GLA spleen mod 1% and Tau fibril ThT inconclusive.
For Cc1cc(C)cc(NC(=O)C2CCCN(c3nnc(-n4c(C)ccc4C)s3)C2)c1 (stereo not given) the results were TexasRed fluor -1%, Tau fluor cs -17%, Tau fibril FP -12%, TRb-SRC2 inh 4% and Tau fibril ThT -16%.
For CCCCOc1ccc(C(=O)Nc2ccc3c(c2)CCCN3C(=O)c2cccs2)cc1 the results were TexasRed fluor -1%, Tau fluor cs -15%, Tau fibril FP 7%, TRb-SRC2 inh 5% and Tau fibril ThT inconclusive.
O=C(NNC(=S)Nc1ccccc1)c1cc(-c2cccnc2)nc2ccccc12 was read as ALDH1A1 block inconclusive, TexasRed fluor -3%, Tau fluor cs -28%, Tau fibril FP 4%, TRb-SRC2 inh 7%, GLA spleen mod 3% and Tau fibril ThT inconclusive.
For COc1ccc(NC(=O)CSc2nnc(NC(=O)Nc3ccccc3)s2)cc1OC the results were TexasRed fluor -4%, Tau fluor cs inconclusive, Tau fibril FP inconclusive, TRb-SRC2 inh 1% and Tau fibril ThT inconclusive.
`Cc1occc1C(=O)NNC(=S)NCc1ccccc1` gave L3MBTL1 block -1%, ALDH1A1 block 11%, TexasRed fluor -1%, Tau fluor cs -3%, Tau fibril FP 4%, TRb-SRC2 inh -2%, GLA spleen mod -6% and Tau fibril ThT -1%.
For O=C(NCc1ccc(Cl)cc1)c1ccc(Cn2cc(C(F)(F)F)ccc2=O)cc1 the results were L3MBTL1 block -1%, ALDH1A1 block 7%, TexasRed fluor 1%, Tau fluor cs -15%, Tau fibril FP 0%, TRb-SRC2 inh 5%, GLA spleen mod 11% and Tau fibril ThT -2%.
For Cc1c(C(=O)c2ccc(Br)cc2)c(=O)n(C)c(=O)n1C the results were L3MBTL1 block -1%, ALDH1A1 block 4%, TexasRed fluor -1%, Tau fluor cs -2%, Tau fibril FP -5%, TRb-SRC2 inh -7%, GLA spleen mod -2% and Tau fibril ThT -3%.
Cc1nnc(SCC(=O)NCc2ccc3c(c2)OCO3)n1C was read as ALDH1A1 block 6%, TexasRed fluor 2%, Tau fluor cs -7%, Tau fibril FP 3%, TRb-SRC2 inh 4%, GLA spleen mod 4% and Tau fibril ThT -6%.
Screening CCCNc1ncnc2c1c(-c1ccccc1)cn2-c1ccc(OCC)cc1 returned TexasRed fluor 0%, Tau fluor cs -8%, Tau fibril FP 8%, TRb-SRC2 inh 3% and Tau fibril ThT inconclusive.
For O=C(CNC(=O)c1ccc(Cl)cc1Cl)NCCCn1ccnc1 the results were ALDH1A1 block -27%, TexasRed fluor -4%, Tau fluor cs 11%, Tau fibril FP inconclusive, TRb-SRC2 inh -4%, GLA spleen mod 4% and Tau fibril ThT 1%.
Screening O=C1CC(SCc2nc3ccccc3[nH]2)C(=O)N1c1ccc(F)cc1 (stereo not given) returned L3MBTL1 block -3%, ALDH1A1 block 28µM*, TexasRed fluor 0%, Tau fluor cs -13%, Tau fibril FP -2%, TRb-SRC2 inh -5%, GLA spleen mod -3% and Tau fibril ThT inconclusive.
COc1ccc(OC)c(NC(=O)CC2SC(=NCc3ccccc3)NC2=O)c1 (stereo not given) was read as L3MBTL1 block -26%, ALDH1A1 block 40µM*, TexasRed fluor -9%, Tau fluor cs -4%, Tau fibril FP -8%, TRb-SRC2 inh 3%, GLA spleen mod 3% and Tau fibril ThT 3%.

A draw from above in order of molecular weight, ascending:
`Cc1occc1C(=O)NNC(=S)NCc1ccccc1` gave L3MBTL1 block -1%, ALDH1A1 block 11%, TexasRed fluor -1%, Tau fluor cs -3%, Tau fibril FP 4%, TRb-SRC2 inh -2%, GLA spleen mod -6% and Tau fibril ThT -1%.
For Cc1c(C(=O)c2ccc(Br)cc2)c(=O)n(C)c(=O)n1C the results were L3MBTL1 block -1%, ALDH1A1 block 4%, TexasRed fluor -1%, Tau fluor cs -2%, Tau fibril FP -5%, TRb-SRC2 inh -7%, GLA spleen mod -2% and Tau fibril ThT -3%.
For O=C(CNC(=O)c1ccc(Cl)cc1Cl)NCCCn1ccnc1 the results were ALDH1A1 block -27%, TexasRed fluor -4%, Tau fluor cs 11%, Tau fibril FP inconclusive, TRb-SRC2 inh -4%, GLA spleen mod 4% and Tau fibril ThT 1%.
For Cc1cc(C)cc(NC(=O)C2CCCN(c3nnc(-n4c(C)ccc4C)s3)C2)c1 (stereo not given) the results were TexasRed fluor -1%, Tau fluor cs -17%, Tau fibril FP -12%, TRb-SRC2 inh 4% and Tau fibril ThT -16%.
For CCCCOc1ccc(C(=O)Nc2ccc3c(c2)CCCN3C(=O)c2cccs2)cc1 the results were TexasRed fluor -1%, Tau fluor cs -15%, Tau fibril FP 7%, TRb-SRC2 inh 5% and Tau fibril ThT inconclusive.
For COc1ccc(NC(=O)CSc2nnc(NC(=O)Nc3ccccc3)s2)cc1OC the results were TexasRed fluor -4%, Tau fluor cs inconclusive, Tau fibril FP inconclusive, TRb-SRC2 inh 1% and Tau fibril ThT inconclusive.

(cont.)
For Nc1nonc1-c1noc(N2CCOCC2)n1 the results were L3MBTL1 block -1%, ALDH1A1 block 7%, TexasRed fluor -1%, Tau fluor cs -2%, Tau fibril FP 4%, TRb-SRC2 inh -2%, GLA spleen mod -1% and Tau fibril ThT -4%.
For Cc1ccccc1C(=O)N1CCc2cc(-c3nc(NC(=O)Cc4ccc5c(c4)OCO5)sc3C)ccc21 the results were L3MBTL1 block inconclusive, ALDH1A1 block 6%, TexasRed fluor 0%, Tau fluor cs 12%, Tau fibril FP 5%, TRb-SRC2 inh -5%, GLA spleen mod 5% and Tau fibril ThT 8%.
`O=C(OC(C(=O)NCc1ccc2c(c1)OCO2)c1ccncc1)c1ccc(Cl)nc1` (stereo not given) gave L3MBTL1 block -4%, ALDH1A1 block 5%, TexasRed fluor -2%, Tau fluor cs -7%, Tau fibril FP -3%, TRb-SRC2 inh 1%, GLA spleen mod -6% and Tau fibril ThT -6%.
For Cc1cccc2nc(-c3ccco3)c(Nc3ccccc3)n12 the results were ALDH1A1 block inconclusive, TexasRed fluor -3%, Tau fluor cs -26%, Tau fibril FP 6%, TRb-SRC2 inh -4%, GLA spleen mod -6% and Tau fibril ThT -18%.
Screening C=CCSc1nnc(NC(=O)CSc2nnc(C)s2)s1 returned ALDH1A1 block -6%, TexasRed fluor -1%, Tau fluor cs -2%, Tau fibril FP inconclusive, TRb-SRC2 inh -5%, GLA spleen mod 8% and Tau fibril ThT -18%.
